MPTP block = mitochondrial permeability transition pore inhibitors, primary screen, biochemical, isolated mouse mitochondria, absorbance; Ca2+ swelling absorbance, 30 min; 1.4% of 360,000 active; inhibition, % at 10 µM;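 active means inhibition of 50% or more, scaled per plate between neutral and stimulator controls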;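 further: 0% = DMSO wells given calcium and 100% = 1 mM EGTA wells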
PfGluPho inh = PfG6PD enzyme inhibitors, primary screen, biochemical, fluorescence intensity, uHTS | glucose-6-phosphate dehydrogenase-6-phosphogluconolactonase (Plasmodium falciparum 3D7) | PfGluPho enzyme, NADPH resazurin-diaphorase fluorescence | inhibition, % at 20 µM | 0.78% of 350,000 active | AID 504690, 2011;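 active means inhibition reaching at least a set limit at 20 µM in the primary screen, cut at about 59% in these data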;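 further: 0% = DMSO wells with substrate and 100% = DMSO wells lacking glucose-6-phosphate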
SENP1 FRET inh = human SENP1 catalytic domain inhibitors, primary screen, biochemical, FRET, uHTS; recombinant SENP1 catalytic domain, CyPet-SUMO1-YPet FRET cleavage; inhibition, % at 10 µM; 0.21% of 360,000 active;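 active means inhibition at least 30% at 10 µM, raw YFP signal under a set limit, fluorescence ratio 0.5 to 1.5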;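 further: 0% = enzyme with DMSO and 100% = no enzyme wells; some results filed as inactive read as strong as hits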
Target sequence (Q9P0U3 419-644 limits assumed): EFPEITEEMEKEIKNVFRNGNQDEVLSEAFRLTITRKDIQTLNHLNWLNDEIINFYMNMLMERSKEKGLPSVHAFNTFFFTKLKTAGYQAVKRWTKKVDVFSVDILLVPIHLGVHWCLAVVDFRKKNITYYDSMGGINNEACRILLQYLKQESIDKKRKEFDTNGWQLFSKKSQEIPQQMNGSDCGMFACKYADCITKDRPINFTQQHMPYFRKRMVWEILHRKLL
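material = recombinant human SENP1 catalytic domain, His6-tagged | quantity = 20 pM enzyme | reagent = 25 nM SUMO1 FRET substrate | compound dosing = 10 µM single point, 0.5% DMSO | timing = 50 min enzyme reaction, room temperature, light-protected | detection = FRET, CFP and YFP emission | control set = no-enzyme low, enzyme-DMSO high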
ATG4B inhibitor = ATG4B protease inhibitors, primary screen, biochemical, fluorescence, uHTS; 0.51% of 340,000 active; Cysteine protease ATG4B (Homo sapiens), Q9Y4P1; inhibition, % at 8.33 µM; ATG4B cleavage of LC3-PLA2, NBD-HPC fluorescence, 1 h; AID 504462, 2011; in the data active means inhibition above about 40%
SENP8 block = human SENP8 protease inhibitors, primary screen, biochemical, fluorescence, Nedd8 protein substrate, uHTS. recombinant SENP8. Sentrin-specific protease 8 (Homo sapiens), Q96LD8. 0.64% of 360,000 active. inhibition, % at 20 µM. AID 602440, 2012; in the data active means inhibition mostly above about 40%, no sharp cut-off; inactive means mostly below about 27%
Target sequence (Q96LD8 whole entry, looked up): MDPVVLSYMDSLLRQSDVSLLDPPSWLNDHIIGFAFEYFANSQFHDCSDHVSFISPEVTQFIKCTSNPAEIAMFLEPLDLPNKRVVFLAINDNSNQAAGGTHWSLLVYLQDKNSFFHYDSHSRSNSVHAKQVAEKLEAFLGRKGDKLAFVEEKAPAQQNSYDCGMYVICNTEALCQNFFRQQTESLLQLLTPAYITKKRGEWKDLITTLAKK
NR3A LBD binder = binders of NR3A ligand-binding domain, primary screen, biophysical, differential scanning fluorimetry, uHTS; Glutamate receptor ionotropic, NMDA 3A (GRIN3A) ligand-binding domain; NR3A LBD differential scanning fluorimetry, Tm shift; 0% = protein alone, 100% = glycine-bound protein; Tm shift relative to glycine control, % at 25 µM; 2.5% of 340,000 active; AID 1259313, 2017;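 active means melting temperature shift of at least 10% of the positive control shift, at one fixed dose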
SENP6 inh = SENP6 protease inhibitors, primary screen, biochemical, luminescence, uHTS; Sentrin-specific protease 6 (Homo sapiens), Q9GZR1; Recombinant SENP6 catalytic domain, aminoluciferin luminescence; inhibition, % at 10 µM; 1.8% of 330,000 active; AID 2599, 2010;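 active means inhibition above about 50% at the single tested dose, limit read from the data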;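 further: plate controls were DMSO wells with enzyme for no effect and DMSO wells lacking enzyme for full effect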
Target sequence (Q9GZR1 628-1112 limits assumed): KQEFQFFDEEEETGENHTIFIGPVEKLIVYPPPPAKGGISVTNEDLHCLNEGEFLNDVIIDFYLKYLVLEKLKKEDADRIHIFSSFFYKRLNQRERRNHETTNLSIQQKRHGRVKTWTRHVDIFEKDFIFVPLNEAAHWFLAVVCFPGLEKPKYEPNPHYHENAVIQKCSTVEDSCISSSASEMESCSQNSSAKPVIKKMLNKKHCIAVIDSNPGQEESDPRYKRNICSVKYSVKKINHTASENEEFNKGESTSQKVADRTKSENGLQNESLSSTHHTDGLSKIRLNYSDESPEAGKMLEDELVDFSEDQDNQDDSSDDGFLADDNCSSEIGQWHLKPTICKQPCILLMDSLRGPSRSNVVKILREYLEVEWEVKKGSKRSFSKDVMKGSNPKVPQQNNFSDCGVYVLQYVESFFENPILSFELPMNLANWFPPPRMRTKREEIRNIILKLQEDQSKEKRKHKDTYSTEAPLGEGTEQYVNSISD
hIAP activ = human IAP activators, primary screen, biochemical, luminescence, uHTS; activation factor at 10 µM; purified human IAP, CDP-Star luminescence, 30 min; stronger effect = higher value; 1 = vehicle-only enzyme, 0 = enzyme-free background; AID 2524, 2010; Intestinal-type alkaline phosphatase (Homo sapiens), P09923; 0.16% of 330,000 active;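 active means activation factor of the enzyme at least 2-fold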; further: the source names both 10 and 20 µM as test concentration; values of inactives mirror those of a sister screen read the other way
Active calls of the source: *; x = no result given.

1. Cc1ccc(NC(=O)CSCC(=O)NCCc2ccccc2)cc1
2. CCCCNC(=O)CCC(=O)NNc1nc2ccccc2c2nc(C)nn12
3. CCCn1nnc(NC(=O)COc2ccccc2Cl)n1
4. CCn1cnc2c(oc3ccccc32)c1=O
5. CCN(CC)CCNC(=O)c1cc(-c2ccc(Br)s2)nc2ccccc12
6. O=C(CNC(=O)c1ccc(Br)o1)NCc1ccc(Cl)cc1

compound no.,1,2,3,4,5,6
MPTP block,-0.8,-1.4,-0.7,-0.2,1.3,-0.5
PfGluPho inh,-3,-6,-13,-5,-1,-6
SENP1 FRET inh,1,1,2,1,-40,-4
ATG4B inhibitor,3,8,0,9,1,0
SENP8 block,4,34,4,5,-305,6
NR3A LBD binder,-2,-11,7,1,-1,-1
SENP6 inh,-18,4,-40,2,17,-4
hIAP activ,1.2,2.5*,1.1,1.1,0.97,1

7. Cc1c2n(c3ccccc13)CC/C2=N\O
8. COc1ccc(NC(=O)CSc2nnc(Cn3cnc4ccccc43)o2)cc1
9. COc1ccc(S(=O)(=O)N(C)C[C@H]2Oc3ccc(NC(=O)NC4CCCCC4)cc3C(=O)N([C@H](C)CO)C[C@@H]2C)cc1
10. O=S(=O)(Nc1ccc2c(c1)OCCO2)c1cccc(F)c1
11. Cc1ccc(S(=O)(=O)N(CC(=O)Nc2ccccc2C(=O)O)c2ccccc2C)cc1
12. COc1cccc(/C=C(/CC(=O)Nc2ccc(N3CCOCC3)cc2)c2nc3ccccc3s2)c1

compound no.,7,8,9,10,11,12
MPTP block,0.0,0.2,0.2,-0.6,0.5,-0.3
PfGluPho inh,8,-2,14,-8,-8,-1
SENP1 FRET inh,0,3,1,0,1,-41
ATG4B inhibitor,5,-8,29,11,11,-6
SENP8 block,-264,5,-1,7,-16,-35
NR3A LBD binder,0,-2,-9,-1,-5,-5
SENP6 inh,-1,-30,-14,2,3,-4
hIAP activ,0.99,1.1,0.94,1.1,0.97,1

13. CCN(C(=O)COC(=O)c1c(C)noc1C)C1CCS(=O)(=O)C1 (configuration not stated)
14. COc1ccc(NC(=O)N(C)C[C@H]2Oc3ccc(NC(=O)NC4CCCCC4)cc3C(=O)N([C@H](C)CO)C[C@@H]2C)cc1
15. Cn1c(=O)c2c(ncn2CCOc2cccc(Br)c2)n(C)c1=O
16. CN(C)c1ccc(/C=N/NC(=O)c2cnc3ccccc3c2)cc1
17. CCCCN=C1NN=C(c2cc3ccccc3o2)CS1
18. Cn1nc(C(=O)OCC(=O)N(Cc2ccccc2)C(C)(C)C)c2ccccc2c1=O

compound no.,13,14,15,16,17,18
MPTP block,0.1,0.7,0.2,-0.1,2.9,-0.7
PfGluPho inh,-3,-15,1,4,16,-1
SENP1 FRET inh,3,-1,-1,-19,-7,1
ATG4B inhibitor,-7,3,-1,-11,-7,-2
SENP8 block,4,6,24,7,-105,3
NR3A LBD binder,3,0,1,-11,-1,0
SENP6 inh,-16,-16,-4,2,3,-3
hIAP activ,0.92,0.96,0.96,1,1,0.89

Reformatted with two lines to a compound: part of the list above.
Below each SMILES: MPTP block	PfGluPho inh	SENP1 FRET inh	ATG4B inhibitor	SENP8 block	NR3A LBD binder	SENP6 inh	hIAP activ
(15) Cn1c(=O)c2c(ncn2CCOc2cccc(Br)c2)n(C)c1=O
 : 0.2	1	-1	-1	24	1	-4	0.96
(16) CN(C)c1ccc(/C=N/NC(=O)c2cnc3ccccc3c2)cc1
 : -0.1	4	-19	-11	7	-11	2	1
(17) CCCCN=C1NN=C(c2cc3ccccc3o2)CS1
 : 2.9	16	-7	-7	-105	-1	3	1

The list goes on:
19. COc1ccccc1N(C)S(=O)(=O)c1ccc(Cl)c(C(=O)NCCCN2CCOCC2)c1
20. CC(=O)c1sc(NC(=O)C2CC(=O)N(Cc3ccco3)C2)nc1-c1ccccc1 (configuration not stated)
21. O=C(CSc1nc2ccccc2s1)N1c2ccccc2Sc2ccccc21
22. COC(=O)c1cc(C(=O)OCC(=O)N2c3ccccc3NC(=O)C2(C)C)cc([N+](=O)[O-])c1
23. CN1OC[C@@H]2CN(Cc3cc(Cl)cc(Cl)c3)[C@H](c3cccc(-c4ccccc4)c3)C[C@@H]21
24. COc1ccc(-c2nnc(SCC(=O)NCc3cccs3)n2C)cc1

compound no.,19,20,21,22,23,24
MPTP block,0.5,-0.7,0.5,-5.1,-2.5,0.5
PfGluPho inh,-13,-15,4,-1,7,-6
SENP1 FRET inh,1,2,-4,3,0,1
ATG4B inhibitor,-2,5,-9,-6,3,-2
SENP8 block,5,-5,12,7,1,17
NR3A LBD binder,-1,3,4,-1,-3,2
SENP6 inh,-18,-37,-11,-4,x,-1
hIAP activ,1.2,1,0.77,0.98,x,0.98

25. COc1cccc(/C=C/c2ccc3ccccc3n2)c1OC(C)=O
26. CCOC(=O)Cn1nc(C)n(-c2ccc(Cl)cc2)c1=O
27. COc1cccc(N(C(=O)Cc2cccs2)C(C(=O)NC2CCCC2)c2ccncc2)c1 (configuration not stated)
28. Clc1nnc(NC2CCCCC2)c(Cl)c1Cl
29. O=S(=O)(Nc1ccccc1N1CCOCC1)c1ccccc1C(F)(F)F
30. CCOC(=O)C1CCCN(C(=O)c2cc(Nc3ccc(OC)cc3)nc3ccccc23)C1 (configuration not stated)

compound no.,25,26,27,28,29,30
MPTP block,0.5,1.8,-1.3,-0.1,-0.2,5.9
PfGluPho inh,37,-3,11,-4,14,8
SENP1 FRET inh,2,3,0,2,0,-2
ATG4B inhibitor,-18,-14,-8,x,3,-2
SENP8 block,-365,9,2,21,11,5
NR3A LBD binder,6,0,-3,x,4,0
SENP6 inh,14,-8,11,x,2,-7
hIAP activ,0.82,1.2,0.95,x,0.94,0.88

31. C/C(=N\NC(=O)C(O)c1ccccc1)c1ccc(Cl)cc1 (configuration not stated)
32. CSc1ccc(NS(=O)(=O)c2ccc(-n3cnnn3)cc2)cc1
33. Cc1ccc(-c2noc(CC(c3ccccc3)c3ccccc3)n2)cc1
34. O=C(CNC(=O)c1ccncc1)N/N=C/c1ccccc1[N+](=O)[O-]
35. CN(C)c1ccc(/C=N\NC(=O)c2ccc(Cn3cc(Cl)cn3)cc2)cc1
36. Cc1nnc(-c2ccc(N3CCCCCC3)c([N+](=O)[O-])c2)o1

compound no.,31,32,33,34,35,36
MPTP block,0.3,0.7,0.9,-1.5,-4.8,2.1
PfGluPho inh,-16,-16,-20,-5,15,-4
SENP1 FRET inh,1,1,3,-1,-5,4
ATG4B inhibitor,3,-3,9,19,-8,2
SENP8 block,4,7,16,9,-377,36
NR3A LBD binder,0,-12,-4,2,-8,2
SENP6 inh,4,4,1,-11,8,-11
hIAP activ,1.1,1.2,0.91,0.98,1.1,0.99

37. CC(NC(=O)C(C)N1CCN(Cc2ccccc2)CC1)c1ccccc1 (configuration not stated)
38. C[C@@H]1CN([C@H](C)CO)C(=O)CCCn2nncc2CO[C@@H]1CN(C)C(=O)c1ccccc1
39. COc1ccc(CNC(=O)C(c2cccs2)N(Cc2ccco2)C(=O)Cc2cccs2)cc1 (configuration not stated)
40. CN(C(=O)CN1C(=O)S/C(=C\c2cccc(Cl)c2)C1=O)C1CCS(=O)(=O)C1 (configuration not stated)
41. CCC(=O)Nc1cccc(NC(=O)CSc2nnnn2C)c1
42. CCOC(=O)c1cnc2c(OC)cccc2c1N1CC(C)CC(C)C1 (configuration not stated)

compound no.,37,38,39,40,41,42
MPTP block,-0.2,-0.6,-0.2,-1.0,1.7,0.5
PfGluPho inh,-2,-8,20,-3,8,7
SENP1 FRET inh,0,-1,-14,-1,2,0
ATG4B inhibitor,-11,x,-11,-5,-5,7
SENP8 block,0,-5,-1,24,8,23
NR3A LBD binder,0,x,3,2,-3,-4
SENP6 inh,-11,x,-2,-6,12,-4
hIAP activ,0.99,x,1.2,1.2,0.94,0.79

43. CSc1ccccc1NC(=O)CSCc1ccc(C)cc1
44. O=C(Cc1ccc(Cl)cc1)N/N=C/c1cccs1
45. CCOc1ccc2nc(SCC(=O)Nc3cccc(S(=O)(=O)NC4=NCCCCC4)c3)[nH]c2c1
46. O=c1[nH]c2ccccc2n1CCCOc1ccccc1
47. CC(=O)Nc1ccc(C(=O)NCC2CCCCC2)cc1
48. COc1ccc(-c2c(-c3ccsc3)oc(=O)c3cc(OC)c(OC)cc23)cc1

compound no.,43,44,45,46,47,48
MPTP block,-1.4,1.7,-1.0,2.8,-0.7,-0.1
PfGluPho inh,9,-5,27,10,5,-17
SENP1 FRET inh,1,2,3,0,-2,-2
ATG4B inhibitor,3,-5,-12,-6,-1,-6
SENP8 block,20,24,-5,19,12,-234
NR3A LBD binder,2,-1,-1,-1,2,0
SENP6 inh,-10,-6,-11,-20,-11,-2
hIAP activ,0.91,0.9,1.2,1.2,0.99,1.1

In another format: entries from further up.
Results follow in this order: MPTP block | PfGluPho inh | SENP1 FRET inh | ATG4B inhibitor | SENP8 block | NR3A LBD binder | SENP6 inh | hIAP activ
#46 O=c1[nH]c2ccccc2n1CCCOc1ccccc1
→ 2.8 | 10 | 0 | -6 | 19 | -1 | -20 | 1.2
#47 CC(=O)Nc1ccc(C(=O)NCC2CCCCC2)cc1
→ -0.7 | 5 | -2 | -1 | 12 | 2 | -11 | 0.99
#44 O=C(Cc1ccc(Cl)cc1)N/N=C/c1cccs1
→ 1.7 | -5 | 2 | -5 | 24 | -1 | -6 | 0.9
#48 COc1ccc(-c2c(-c3ccsc3)oc(=O)c3cc(OC)c(OC)cc23)cc1
→ -0.1 | -17 | -2 | -6 | -234 | 0 | -2 | 1.1

The list continues.
49. CCCOc1ccc(/C(O)=C2/C(=O)C(=O)N(CCCOC)C2c2ccncc2)cc1 (configuration not stated)
50. COC(=O)c1ccc(Sc2ccccn2)c([N+](=O)[O-])c1
51. COc1ccccc1C(=O)OCC(=O)Nc1cccc(S(=O)(=O)NC2=NCCCCC2)c1
52. O/N=C(/CCc1ccccc1)c1ccc2c(c1)OCCO2
53. COc1ccc(CNC(=O)COC(=O)CCC2CCCCC2)cc1
54. CC(Sc1ccc(Cl)cc1)C(=O)N(C)CC(=O)Nc1ccc(N2CCOCC2)cc1 (configuration not stated)

compound no.,49,50,51,52,53,54
MPTP block,-0.4,-1.3,0.9,0.6,0.8,1.1
PfGluPho inh,-11,2,-5,-10,12,-2
SENP1 FRET inh,1,-2,0,2,4,-1
ATG4B inhibitor,-7,-7,1,2,-3,-5
SENP8 block,-1,12,7,5,9,10
NR3A LBD binder,-1,4,-2,1,2,0
SENP6 inh,5,-5,1,13,-6,-13
hIAP activ,0.94,0.87,0.81,1,1.1,1.1

55. CC1=NC(C)(C)Cc2cc(C)c(C)cc21
56. CC(C)CCN(C(=O)C1CCCC1)c1c(N)n(Cc2ccccc2)c(=O)[nH]c1=O
57. CC(=O)NCc1ccc(C(=O)CSc2nnc(C3CC3)n2C2CC2)cc1
58. Cc1cccc(C)c1N1CCc2cn[nH]c21
59. OCCC1CN(Cc2cc(F)ccc2F)CCN1CCCc1ccccc1 (configuration not stated)
60. CN(C)CCNC(=O)CN1C(=O)COc2ccc(C(C)(C)C)cc21
61. C/C(=N\O)C(C)(C)Nc1ccc(Br)cc1

compound no.,55,56,57,58,59,60,61
MPTP block,0.2,3.8,-0.7,3.2,0.5,1.5,0.8
PfGluPho inh,3,-6,-4,12,0,-9,10
SENP1 FRET inh,-2,-14,1,2,-1,-1,-1
ATG4B inhibitor,-4,3,5,-7,8,2,-2
SENP8 block,9,-18,3,18,17,4,7
NR3A LBD binder,0,0,0,1,-1,0,3
SENP6 inh,-2,-2,0,-6,5,6,-4
hIAP activ,0.92,1.1,0.95,1,0.93,0.84,1.2

Screening data deposited in PubChem by Sanford-Burnham Center for Chemical Genomics.
